Cdc42 wt – human Cdc42 wildtype GTP binding change, either direction | percent activity (GTP binding), % at 10 µM | AID 761 | hit rate 0.2% among 190,000 | GST-Cdc42 beads, Bodipy-GTP binding, flow cytometry; actives lie on both sides | P60953;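 active = percent activity GTP binding at least 20 points away from the 100% baseline, either down as inhibitor or up as activator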;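 note: median bead fluorescence of bound Bodipy-FL-GTP at 100 nM; 0% = excess unlabeled GTP control and 100% = no compound control; below 100% means less GTP binding so inhibitor and above means activator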
ABCG2 block – blocks JC-1 efflux by human ABCG2 transporter; Q9UNQ0; IgMXP3 cells, flow cytometry; inhibition, % at 6.6 µM; hit rate 0.1% among 190,000; AID 1325;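 active = inhibition above 80%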;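 note: 0% = DMSO and 100% = nicardipine control wells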
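Test system: IgMXP3 (ABCG2) plus far-red-tagged CCRF-Adr (ABCB1) cells. Reagent: JC-1 dye as substrate. Timing: 10 min exposure at 25 °C with rotation, no wash. Measured by: flow cytometric JC-1 green MFI at 530 nm. Read-out: percent efflux inhibition, scaled nicardipine 100% to DMSO 0%. Control set: nicardipine and DMSO wells.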
Rab2A wt mod – changes GTP binding to wildtype dog Rab2A, up or down; GST-Rab2 wt beads, Bodipy-GTP binding, flow cytometry; GTP binding activity, % at 10 µM; hit rate 0.19% among 190,000;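 active = GTP binding activity at least 20 points away from 100%, either lowered or raised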;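 note: 0% = beads with excess unlabeled GTP and 100% = no-compound control corrected for plate trend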
Pf gamet viab – kills late stage P. falciparum gametocytes. P. falciparum stage V gametocytes, ATP luminescence, 24 h. inhibition, % at 10.9 µM. hit rate 0.065% among 150,000;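 active = inhibition above the mean plus 3 SD of compounds within the control limits, set per campaign, cut at about 38% in these data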;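 note: 0% = DMSO wells and 100% = medium only without gametocytes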
HRas wt GTP bind – modulators of GTP binding to human HRas wildtype; GST-Ras wt beads, Bodipy-FL-GTP binding, flow cytometry; actives lie on both sides; GTP binding activity, % at 10 µM; hit rate 0.14% among 190,000;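 active = GTP binding activity at least 20% away from the 100% baseline, either lowered as inhibitor or raised as activator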;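 note: 0% = unlabeled GTP competition control and 100% = no-compound control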
Rac1 mut GTP – alters GTP binding to activated mutant human Rac1; P63000; GST-Rac1 activated beads, fluorescent GTP binding, flow cytometry; actives lie on both sides; 100% means binding = to untreated wells; percent activity (GTP binding), % at 10 µM; hit rate 0.11% among 190,000; AID 764;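 active = GTP binding at least 20 percentage points away from the 100% baseline, in either direction, so actives lie on both sides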
ABCB1 block – inhibitors of human ABCB1 transporter, ABCG2 counter-screen | hit rate 0.067% among 190,000 | inhibition, % at 6.6 µM | CCRF-Adr cells, JC-1 efflux, flow cytometry; in the data active = inhibition above about 40%;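 note: 0% = vehicle and 100% = reference inhibitor; higher value means more JC-1 retained so stronger ABCB1 efflux block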
Target sequence (P08183 whole entry, looked up): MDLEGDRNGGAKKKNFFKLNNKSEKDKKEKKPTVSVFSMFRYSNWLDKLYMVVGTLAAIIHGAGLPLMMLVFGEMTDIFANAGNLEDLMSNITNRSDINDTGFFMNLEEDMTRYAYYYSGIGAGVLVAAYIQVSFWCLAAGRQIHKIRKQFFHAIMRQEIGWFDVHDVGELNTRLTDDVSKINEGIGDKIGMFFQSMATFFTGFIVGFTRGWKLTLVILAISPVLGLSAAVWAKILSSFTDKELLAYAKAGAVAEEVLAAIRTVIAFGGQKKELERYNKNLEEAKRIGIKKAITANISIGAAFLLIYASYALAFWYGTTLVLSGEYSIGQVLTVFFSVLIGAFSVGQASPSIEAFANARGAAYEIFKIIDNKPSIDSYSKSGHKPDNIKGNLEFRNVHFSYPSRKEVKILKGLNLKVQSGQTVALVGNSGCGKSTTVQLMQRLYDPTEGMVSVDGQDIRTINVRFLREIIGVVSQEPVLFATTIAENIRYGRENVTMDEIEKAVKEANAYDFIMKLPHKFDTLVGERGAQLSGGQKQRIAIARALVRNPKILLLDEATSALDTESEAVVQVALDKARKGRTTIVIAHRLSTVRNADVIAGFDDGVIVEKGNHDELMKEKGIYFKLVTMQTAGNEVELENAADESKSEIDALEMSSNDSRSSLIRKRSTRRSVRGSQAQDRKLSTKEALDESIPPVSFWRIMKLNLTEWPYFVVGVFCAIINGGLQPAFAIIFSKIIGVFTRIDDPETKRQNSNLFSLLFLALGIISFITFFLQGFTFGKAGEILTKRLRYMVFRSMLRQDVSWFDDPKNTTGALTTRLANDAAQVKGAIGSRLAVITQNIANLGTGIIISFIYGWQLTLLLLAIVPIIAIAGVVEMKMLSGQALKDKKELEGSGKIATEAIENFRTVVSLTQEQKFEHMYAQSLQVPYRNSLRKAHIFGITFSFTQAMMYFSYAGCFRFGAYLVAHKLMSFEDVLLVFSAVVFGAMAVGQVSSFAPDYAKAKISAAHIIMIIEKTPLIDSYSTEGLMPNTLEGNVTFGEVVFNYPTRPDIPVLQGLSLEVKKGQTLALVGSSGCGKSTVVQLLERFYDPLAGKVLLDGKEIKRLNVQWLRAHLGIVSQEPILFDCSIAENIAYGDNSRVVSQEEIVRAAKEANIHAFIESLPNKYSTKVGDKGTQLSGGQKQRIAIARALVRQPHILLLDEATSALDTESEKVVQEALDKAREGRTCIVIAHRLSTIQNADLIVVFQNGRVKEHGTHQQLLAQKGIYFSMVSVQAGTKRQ
Rac1 wt modul – modulators of human Rac1 wildtype GTP binding; GTP binding activity (% of control), % at 10 µM; AID 757; P63000; hit rate 0.27% among 190,000; GST-Rac1 beads, fluorescent GTP binding, flow cytometry; actives lie on both sides; 0 = cold GTP competed, 100 = untreated;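 active = GTP binding activity at least 20 points away from the 100% control level, either lower or higher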
Avidin bead fluor – avidin bead compound fluorescence profile | Avidin beads, compound fluorescence 488/530 nm, flow cytometry; hits give high values | fluorescence (KMESF) at 10 µM | hit rate 0.38% among 220,000; in the data active = fluorescence above about 47; note: inactives centre near 10
Mcl1-Noxa inh – Mcl-1/Noxa interaction inhibition; TR-FRET Mcl-1/Noxa peptide binding, 2 h; inhibition, % at 21.7 µM; hit rate 1.5% among 220,000; AID 1022;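 active = compounds that cut the protein-peptide binding signal by more than 50% relative to plate controls in a single-dose test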;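 note: His-tagged Mcl-1 with rhodamine Noxa BH3 peptide and terbium anti-His antibody; 0% = Mcl-1 plus Noxa peptide wells and 100% = peptide-only wells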
Rab7 wt modul – alters GTP binding to wildtype dog Rab7; GST-Rab7 beads, fluorescent GTP binding, flow cytometry; actives lie on both sides; untreated = 100%, excess cold GTP = 0%; GTP binding activity (percent of control), % at 10 µM; hit rate 0.055% among 190,000; AID 758;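 active = fluorescent GTP binding to Rab7 beads changed by at least 20 points from the 100% baseline, either direction, mostly lower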;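 note: median green fluorescence of bound Bodipy-FL-GTP per Rab7 bead population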
* = called active by the depositor; · = not tested or not shown.

Each structure is followed by: ABCB1 block | HRas wt GTP bind | Pf gamet viab | ABCG2 block | Rac1 mut GTP | Avidin bead fluor | Cdc42 wt | Rab7 wt modul | Rac1 wt modul | Rab2A wt mod | Mcl1-Noxa inh
- O=C(OCC(=O)N1CCCCC1)c1cc2ccccc2cc1O
    0.1 | 101 | 20 | 1 | 101 | 5 | 102 | 102 | 102 | 99 | -9
- O=C(NC1CCCC1)C1CCCN(S(=O)(=O)c2cccc3cccnc23)C1 (centres undefined)
    0.8 | 100 | · | 0 | 101 | 7 | 95 | 99 | 101 | 100 | 5
- CCCCC(=O)NC(c1ccccc1Cl)c1c(O)ccc2ccccc12 (centres undefined)
    4.2 | 100 | · | 5 | 100 | 14 | 99 | 101 | 105 | 97 | 17
- O=C(O)CC(NC(=O)Cc1ccccc1)c1cc([N+](=O)[O-])ccc1Cl (centres undefined)
    0.3 | 98 | -1 | 0 | 95 | 6 | 96 | 94 | 101 | 96 | 8
- O=C(CSc1nc(-c2ccco2)cc(C(F)(F)F)n1)NC1CCCC1
    -0.7 | 102 | · | 3 | 99 | 8 | 101 | 101 | 105 | 100 | 20
- CS(=O)(=O)N1CCC(Oc2ccccc2C(=O)N2CCNC(=O)C2)CC1
    0.1 | 98 | -12 | 1 | 93 | 7 | 93 | 102 | 95 | 98 | -12
- CCc1cc2ccc(OC)cc2nc1SCC(=O)NNC(=O)c1ccco1
    0.8 | 93 | 16 | 8 | 90 | 5 | 94 | 102 | 94 | 92 | 15
- COc1ccc(N2CCN(CC(=O)N3N=CCC3c3ccccc3)CC2)cc1 (centres undefined)
    1.2 | 101 | · | 3 | 99 | 16 | 103 | 100 | 103 | 99 | 49
- CCCC(C)NC(=O)COC(=O)c1ccc(Cl)c(S(N)(=O)=O)c1 (centres undefined)
    0.2 | 100 | 28 | 0 | 102 | 11 | 99 | 94 | 105 | 98 | 7
- Cc1cc(C)n2nc(SCC(=O)c3cc(C)n(CC4CCCO4)c3C)nc2n1 (centres undefined)
    1.5 | 98 | -8 | 11 | 96 | 14 | 95 | 95 | 100 | 98 | 18
- COc1ccc(OC)c(NC(=O)C(=O)NNC(=O)COc2ccc(Br)cc2C)c1
    -0.5 | 93 | 8 | 0 | 90 | 11 | 90 | 100 | 91 | 91 | 22
- O=C(Nc1ccccc1C(=O)NCc1ccc(Cl)cc1)c1ccco1
    0.4 | 97 | · | 4 | 93 | 4 | 97 | 97 | 100 | 97 | 17
- COc1ccc(OC)c(C2CC(c3ccc(NS(C)(=O)=O)cc3)=NN2C(=O)c2ccccc2)c1 (centres undefined)
    1.8 | 98 | -1 | 5 | 97 | 7 | 97 | 93 | 101 | 93 | 46
- Cn1c(=O)[nH]c(=O)c2c1nc(Br)n2CCCCSc1nc2ccccc2o1
    0.6 | 104 | · | 4 | 101 | 9 | 103 | 100 | 106 | 100 | 26
- O/N=C(\COc1ccccc1O)c1ccccc1
    0.3 | 103 | · | 2 | 100 | 7 | 102 | 105 | 108 | 102 | 17
- CNC(=O)c1ncnnc1N(C)C(=O)NCc1ccccc1
    0.0 | 103 | · | 0 | 98 | 9 | 102 | 105 | 106 | 102 | 18
- C=CCn1c(O)c(N=NC(=O)CNC(=O)/C=C/c2ccco2)c2ccccc21
    -0.1 | 100 | · | 1 | 96 | 10 | 98 | 103 | 99 | 98 | 69*
- CCc1ccccc1NC(=O)Nc1ccc2c(c1)OCO2
    0.3 | 96 | -49 | 1 | 97 | 15 | 100 | 96 | 99 | 97 | 6
- COc1ccc(-n2c(Cc3cc(=O)[nH]c(=O)[nH]3)nnc2SCC(=O)NC2CCCC2)cc1
    0.2 | 101 | · | 2 | 101 | 7 | 110 | 101 | 108 | 106 | 4
- CCCCNS(=O)(=O)c1ccc(NC(=O)c2c(-c3ccccc3Cl)noc2C)cc1
    0.1 | 99 | · | 0 | 97 | 6 | 103 | 97 | 102 | 98 | 2
- Cn1c2ccccc2c(=O)c2c(=O)n(Cc3ccco3)c(COc3ccccc3)nc21
    0.5 | 96 | -28 | -1 | 96 | 9 | 99 | 92 | 100 | 95 | 60*
- COc1ccc(C2=Nc3ccccc3OC2)cc1
    0.4 | 102 | · | 1 | 101 | 5 | 102 | 101 | 104 | 100 | 4
- Cn1c(=O)[nH]c(=O)c2c1nc(N1CCCCCC1)n2CCOc1ccccc1
    1.1 | 97 | · | 5 | 95 | 8 | 92 | 103 | 97 | 99 | -6
- COC(=O)c1[nH]c2cc(OC)ccc2c1NC(=O)CN1CCN(c2cccc(C)c2)C(C)C1 (centres undefined)
    0.3 | 98 | -35 | 0 | 97 | 9 | 100 | 103 | 104 | 99 | 28
- COC(=O)C1=C(C)NC(=O)NC1c1ccc(-c2ccc(Cl)cc2)o1 (centres undefined)
    0.8 | 99 | 8 | 4 | 96 | 11 | 97 | 97 | 96 | 100 | 12
- O=C1CCC(C(=O)Nc2cccc3ccccc23)N1 (centres undefined)
    0.0 | 99 | -4 | 1 | 97 | 10 | 101 | 101 | 101 | 100 | 8
- Cc1ccc(C(=O)N2CC3(C(C)C)CN(C(=O)c4ccc(C)cc4)CC(C(C)C)(C2)C3=O)cc1
    1.5 | 98 | 12 | 1 | 99 | 6 | 98 | 99 | 99 | 98 | 16
- N/C(COc1ccc(F)cc1)=N\NC(=O)c1cccnc1Oc1ccccc1
    0.6 | 101 | · | 2 | 100 | 8 | 100 | 101 | 103 | 98 | 10
- O=C1CCCC(O)=C1N=Nc1c(Cl)cc(Cl)cc1Cl
    1.2 | 97 | -8 | 47 | 99 | 26 | 106 | 98 | 104 | 98 | 18
- CC(C)C(NC(=O)c1ccco1)C(=O)NCC(c1ccco1)N1CCCCC1 (centres undefined)
    0.7 | 93 | 30 | 3 | 91 | 13 | 92 | 92 | 88 | 92 | ·

Gathered by group: the entries above with a furan ring, fused or not.
Each structure is followed by: ABCB1 block | HRas wt GTP bind | Pf gamet viab | ABCG2 block | Rac1 mut GTP | Avidin bead fluor | Cdc42 wt | Rab7 wt modul | Rac1 wt modul | Rab2A wt mod | Mcl1-Noxa inh
- O=C(CSc1nc(-c2ccco2)cc(C(F)(F)F)n1)NC1CCCC1
    -0.7 | 102 | · | 3 | 99 | 8 | 101 | 101 | 105 | 100 | 20
- CCc1cc2ccc(OC)cc2nc1SCC(=O)NNC(=O)c1ccco1
    0.8 | 93 | 16 | 8 | 90 | 5 | 94 | 102 | 94 | 92 | 15
- O=C(Nc1ccccc1C(=O)NCc1ccc(Cl)cc1)c1ccco1
    0.4 | 97 | · | 4 | 93 | 4 | 97 | 97 | 100 | 97 | 17
- C=CCn1c(O)c(N=NC(=O)CNC(=O)/C=C/c2ccco2)c2ccccc21
    -0.1 | 100 | · | 1 | 96 | 10 | 98 | 103 | 99 | 98 | 69*
- Cn1c2ccccc2c(=O)c2c(=O)n(Cc3ccco3)c(COc3ccccc3)nc21
    0.5 | 96 | -28 | -1 | 96 | 9 | 99 | 92 | 100 | 95 | 60*
- COC(=O)C1=C(C)NC(=O)NC1c1ccc(-c2ccc(Cl)cc2)o1 (centres undefined)
    0.8 | 99 | 8 | 4 | 96 | 11 | 97 | 97 | 96 | 100 | 12
- CC(C)C(NC(=O)c1ccco1)C(=O)NCC(c1ccco1)N1CCCCC1 (centres undefined)
    0.7 | 93 | 30 | 3 | 91 | 13 | 92 | 92 | 88 | 92 | ·

(continued)
Each structure is followed by: ABCB1 block | HRas wt GTP bind | Pf gamet viab | ABCG2 block | Rac1 mut GTP | Avidin bead fluor | Cdc42 wt | Rab7 wt modul | Rac1 wt modul | Rab2A wt mod | Mcl1-Noxa inh
- CCCOc1ccc(C2C(C(=O)/C=C/c3ccco3)=C(O)C(=O)N2CCN2CCOCC2)cc1OC (centres undefined)
    -0.1 | 96 | -16 | 1 | 96 | 6 | 96 | 107 | 97 | 97 | 7
- Cc1onc(-c2c(F)cccc2Cl)c1C(=O)NNC(=O)C1CCN(Cc2cccc(F)c2)CC1
    0.7 | 97 | · | 1 | 96 | 22 | 95 | 100 | 94 | 98 | 6
- CCC(C)OC(=O)C1=C(C)NC(=O)CC1c1ccccc1OC (centres undefined)
    0.8 | 104 | -22 | 2 | 101 | 37 | 104 | 102 | 103 | 103 | -7
- O=S(=O)(/N=C(/c1ccccc1Cl)N1CCOCC1)c1ccccc1
    0.3 | 106 | 11 | 1 | 99 | 11 | 105 | 107 | 101 | 105 | -8
- O=C(N1CCOCC1)N1CCN(C(c2ccccc2)c2ccccc2)CC1
    -0.1 | 99 | 3 | 0 | 99 | 35 | 98 | 101 | 100 | 99 | 3
- Cc1cc([N+](=O)[O-])nn1CC(=O)N1N=C(C(F)F)CC1(O)C(F)F (centres undefined)
    1.1 | 100 | -1 | 7 | 99 | 5 | 100 | 99 | 103 | 99 | 6
- CCOC(=O)CC(=O)Nc1nc2ccccc2s1
    0.2 | 96 | 16 | 2 | 97 | 7 | 96 | 96 | 98 | 97 | -2
- CC(C)C(=O)NCCSc1c[nH]c2ccccc12
    -1.9 | 102 | · | -3 | 102 | 8 | 105 | 101 | 110 | 102 | 9
- Cc1ccc2occ(C3NC(C(=O)O)CS3)c(=O)c2c1 (centres undefined)
    -0.6 | 96 | · | -2 | 94 | 12 | 92 | 94 | 98 | 97 | 17
- CC(CCCC(C)(C)O)NCc1cn[nH]c1-c1ccc2c(c1)OCO2 (centres undefined)
    -0.7 | 96 | -16 | -1 | 95 | 1 | 96 | 97 | 97 | 97 | -8
- CCCCC1C(=O)CC[C@H]2[C@@H]1CC(=O)[C@@H]2C/C=C\CCCC(=O)O (some centres undefined)
    0.3 | 100 | · | 0 | 99 | 6 | 103 | 97 | 101 | 103 | 11
- O=C(CSc1nc2ncc(Br)cc2[nH]1)Nc1ccc2c(c1)OCO2
    0.6 | 96 | 15 | 4 | 93 | 16 | 97 | 94 | 93 | 95 | 30
- O=C(O)C1=C[C@@H](c2ccc(Br)cc2)C[C@@H](OCc2ccc(CO)cc2)O1
    0.7 | 94 | -2 | 3 | 91 | 6 | 91 | 100 | 93 | 94 | -15
- O=C(CCn1cccc1)Nc1ccc(F)cc1
    0.2 | 101 | 3 | 0 | 97 | 10 | 100 | 100 | 105 | 100 | 15
- CN(Cc1cccc2ccccc12)C(=O)c1cc(COc2c(F)cccc2F)on1
    0.2 | 95 | -19 | 1 | 94 | 7 | 94 | 104 | 95 | 98 | 6
- O=C(Nc1cccc(F)c1)NC1(C(=O)N2CCOCC2)CCCCC1
    0.0 | 98 | · | -1 | 96 | 27 | 96 | 104 | 96 | 99 | 7
- CCSCC1COC(c2cccn2Cc2ccc(C)cc2)=N1 (centres undefined)
    1.1 | 99 | · | 3 | 98 | 20 | 99 | 101 | 100 | 99 | -2
- O=C(COC(=O)c1ccc(S(=O)(=O)N2CCCC2)cc1)NCc1ccc(F)cc1
    0.2 | 102 | · | 1 | 101 | 12 | 103 | 100 | 100 | 101 | 3
- CCN(CC)c1ccc(NC(=O)CCCCCN2C(=O)c3ccccc3C2=O)cc1
    -0.2 | 103 | · | -1 | 101 | 39 | 107 | 104 | 110 | 103 | 63*
